hcDAF12 agonist: H. contortus DAF-12 activation, primary screen. HEK293 hcDAF-12 lit1-tk-luc reporter, luminescence; 0% DMSO, 100% Δ7-dafachronic acid. activation, % at 6.8 µM. 370,000 compounds, 1.4% hits;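 active = activation above the mean of all tested compounds plus 3 SD, cut at about 5.5% in these data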;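 note: 100% = response to 3 µM Δ7-dafachronic acid high control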
DAX1 inh-1: inhibitors of DAX1 repression of SF-1 activated StAR promoter. HEK293T StAR-luciferase reporter, SF-1/DAX-1 repression relief. inhibition, % at 6.8 µM. 370,000 compounds, 1.1% hits. AID 652010;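 active = inhibition above the mean over all tested compounds plus 3 SD, cut at about 3.6% in these data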;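 note: 0% = DAX-1 cells with DMSO and 100% = cells lacking DAX-1 with DMSO; higher inhibition means more luminescence from relief of DAX-1 repression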
ssDAF-12 act: activators of S. stercoralis DAF-12 nuclear receptor. activation, % at 6.8 µM. 370,000 compounds, 1% hits. HEK293 ssDAF-12/GRIP1 lit1-tk-luc reporter, luminescence; % of 3 µM dafachronic acid response;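 active = activation above the mean over all tested compounds plus 3 SD, cut at about 0.9% in these data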;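 note: 0% = DMSO-only wells and 100% = 3 µM delta7-dafachronic acid wells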
NPR2 activator: GC-B (human) receptor activation. 370,000 compounds, 0.11% hits. HEK293-GC-B cells, CNP EC30, cGMP TR-FRET; 0% at EC30 CNP, 100% saturating CNP. AID 1920062. activation, % at 10 µM;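 active = activation at 10 µM reaching about 35% in either raw or pattern-adjusted values, limit read from the data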
Target sequence (P20594 whole entry, looked up): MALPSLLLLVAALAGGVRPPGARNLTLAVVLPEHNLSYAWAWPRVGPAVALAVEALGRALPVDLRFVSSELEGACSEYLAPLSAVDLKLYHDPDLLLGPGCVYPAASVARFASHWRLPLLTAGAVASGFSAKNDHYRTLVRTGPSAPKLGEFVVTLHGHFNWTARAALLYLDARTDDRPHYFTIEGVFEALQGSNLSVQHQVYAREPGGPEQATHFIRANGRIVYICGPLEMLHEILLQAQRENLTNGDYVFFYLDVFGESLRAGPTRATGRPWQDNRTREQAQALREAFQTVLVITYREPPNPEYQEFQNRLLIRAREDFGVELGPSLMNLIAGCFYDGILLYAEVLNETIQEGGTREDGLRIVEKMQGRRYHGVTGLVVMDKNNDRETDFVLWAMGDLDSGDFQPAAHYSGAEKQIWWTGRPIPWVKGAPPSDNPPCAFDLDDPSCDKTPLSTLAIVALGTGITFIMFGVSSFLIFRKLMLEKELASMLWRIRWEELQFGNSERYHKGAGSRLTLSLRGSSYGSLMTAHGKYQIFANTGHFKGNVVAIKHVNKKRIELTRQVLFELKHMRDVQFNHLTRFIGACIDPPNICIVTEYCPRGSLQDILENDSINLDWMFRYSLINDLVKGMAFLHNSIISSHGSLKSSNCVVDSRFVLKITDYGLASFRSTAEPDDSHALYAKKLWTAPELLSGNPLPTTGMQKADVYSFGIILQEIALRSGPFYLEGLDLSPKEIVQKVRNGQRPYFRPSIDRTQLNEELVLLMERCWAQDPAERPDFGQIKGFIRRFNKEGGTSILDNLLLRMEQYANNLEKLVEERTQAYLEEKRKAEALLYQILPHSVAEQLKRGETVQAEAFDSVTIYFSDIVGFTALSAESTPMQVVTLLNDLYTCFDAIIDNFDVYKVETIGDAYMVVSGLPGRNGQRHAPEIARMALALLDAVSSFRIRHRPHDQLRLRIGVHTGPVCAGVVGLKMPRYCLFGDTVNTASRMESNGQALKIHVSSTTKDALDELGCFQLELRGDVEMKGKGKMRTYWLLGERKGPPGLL
KLK7 zymogen act: activates the human kallikrein-7 zymogen | purified proKLK7, EDANS-DABCYL substrate fluorescence; 100% is mature enzyme control, 0% vehicle | activation, % at 7 µM | 370,000 compounds, 0.9% hits;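 active = activation above the mean of all tested compounds plus 3 SD, computed per campaign excluding outliers beyond control limits, cut at about 13% in these data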
SMARCA2 activ: SMARCA2 function activation, primary screen | MG213 cells, MMTV-luciferase reporter, dexamethasone, overnight | activation, % at 9.1 µM | 370,000 compounds, 1% hits; in the data active = activation above about 7.8%;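 note: 0% = vehicle wells and 100% = reference activator wells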
NPR1 activator: GC-A (human) enzyme activation. P16066. HEK293 GC-A cells, cGMP TR-FRET, EC30 ANP; 0% at EC30 ANP, 100% saturating ANP. activation, % at 10 µM. 370,000 compounds, 0.14% hits; in the data active = activation above about 40%
GAA850 FXN act: activators of GAA850 frataxin (FXN) promoter; HEK293 lucGAA850 FXN promoter luciferase reporter, 24 h; percent of 10 µM SAHA response; activation, % at 6 µM; 360,000 compounds, 0.56% hits;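 active = activation above the average of all compounds screened plus 3 SD, cutoff fixed separately per campaign, cut at about 7.5% in these data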;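 note: 0% = DMSO wells and 100% = 10 µM SAHA wells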
hgDAF12 agonist: hgDAF-12 agonism, primary luciferase screen | 370,000 compounds, 1.8% hits | activation, % at 6.8 µM | HEK293 GAL4-hgDAF12 UAS-luciferase reporter, agonist luminescence; normalized to butyrate control;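 active = activation above a cutoff set at the mean of all screened compounds plus 3 SD, cut at about 10% in these data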;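 note: 0% = DMSO wells and 100% = sodium butyrate wells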
HGIII-sPLA2 inh: Blocks human group III sPLA2 activity; Q9NZ20; QFRET BODIPY PC-A2 liposome hydrolysis, fluorescence; inhibition, % at 12.2 µM; 370,000 compounds, 0.56% hits; AID 743126;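 active = inhibition above mean plus 3 SD of compounds lying within the high and low control bounds, cut at about 19% in these data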;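 note: 0% = median of test compound wells and 100% = no enzyme DMSO wells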
DAX1 inh-2: NR0B1 (DAX1) inhibition; HEK293 Gal4-DAX1 luciferase reporter, luminescence; 340,000 compounds, 0.99% hits; inhibition, % at 6.75 µM; AID 504766;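 active = inhibition above the mean over all tested compounds plus 3 SD, cut at about 4.2% in these data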;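 note: 0% = DAX1-transfected cells with DMSO and 100% = empty-vector control cells with DMSO; inhibition shows as a rise in luminescence from relieved DAX1 repression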
* marks the source's active call; other numbers are inactive results; / = no result given; & = joins results of further samples.

Molecule	hcDAF12 agonist	DAX1 inh-1	ssDAF-12 act	NPR2 activator	KLK7 zymogen act	SMARCA2 activ	NPR1 activator	GAA850 FXN act	hgDAF12 agonist	HGIII-sPLA2 inh	DAX1 inh-2
O=C(CN1CCCC1)NN=C(c1ccccc1)c1ccccc1	0.0	-0.4	-1.1	1	0.9	5	-4	0.2	-0.6	4	2.1
CC1=C/C(=N\NC(=S)Nc2cccnc2)CC(C)(C)C1	-1.4	-1.9	-1.4	0	0.4	8.1*	3	3.1	-3.5	18	-1.5
Cc1ccc(NC(=O)COc2ncnc3c(Cl)cc(Cl)cc23)cc1[N+](=O)[O-]	-0.4	-0.4	-0.9	-2	-0.2	-1	4	0.0	-1.1	-1	-0.8
Nc1nc(N)nc(-c2cc(F)ccc2O)n1	-3.1	-1.1	-0.8	2	0.8	7.9*	9	12*	3.4	4	-0.8
CC1=NN(C(N)=S)C(=O)C1N=Nc1ccc(Cl)cc1Cl (stereo not given)	1.8	0.1	-0.5	-1	-0.4	1	1	4.2	6.0	0	-0.5
CC(C)(C)NC(=O)CSc1nnc(-c2c[nH]c3ccccc23)o1	-0.7	0.1	-0.9	-8	-0.1	-1	1	1.0	2.6	-5	0.8
FC(F)(F)c1cnc(NNC(=S)Nc2ccccc2)c(Cl)c1	-3.9	-3.2	-2.0	6	0.5	-5	3	-4.1	-4.2	-2	-1.8
NC(=O)CCS(=O)(=O)c1ccc(Cl)cc1	-1.7	0.1	-1.9	2	-0.3	-4	0	1.6	-1.9	5	1.8
COc1ccc(C(=O)Nc2cccc(OC)c2)cc1	4.4	5.4*	1.0*	-3	0.1	0	1	2.6	16*	-1	0.7
Cc1cccc(C)c1NC(=O)c1cc(S(=O)(=O)N2CCc3ccccc32)cn1C	-0.3	-0.7	-1.1	-11	-0.9	0	-17	0.8	-2.4	0	-0.6
Cc1cc(=O)n2c(-c3ccccc3C)n[nH]c2n1	-0.6	-0.1	-1.0	2	-0.6	-5	-3	3.2	-1.0	6	-0.2
CC1(C)CCC(C)(C)NC(=S)N1	-2.5&-1.5	-0.5&0.7	-1.1&-1.6	1&-1	0.0&-0.1	-8&0	1&0	0.0&0.9	-1.0&-0.8	15&11	0.1&0.2
N/C(Cc1ccc([N+](=O)[O-])cc1)=N\OC(=O)C(c1ccccc1)c1ccccc1	-0.3	-0.8	-1.2	3	-0.2	-1	-4	-3.7	4.4	-22	-0.6
CCOc1ccc(-n2c(N)c(C(=O)NCc3cccnc3)sc2=S)cc1	-0.9	-1.5	-1.2	-5	-0.9	0	-2	2.0	0.2	7	0.2
O=C(Nc1ccc2oc(-c3ccc(Cl)c(Cl)c3)nc2c1)c1ncn[nH]1	1.9	0.0	-1.4	0	-1.0	0	-1	1.9	3.1	-7	0.9
COc1ccc(N2C(S)=C(C#N)C(=O)NC2c2ccco2)cc1 (stereo not given)	-1.7	0.2	-1.3	4	-0.2	-1	5	2.1	-0.8	3	-0.8
O=C(O)CCCCc1nc2ccccc2s1	-2.3	0.3	-2.1	-3	-1.3	-2	-2	-0.4	-1.8	1	1.8
O=C(Nc1ccc(NC(=O)c2ccccc2Cl)cc1)c1cccnc1	-1.7	-0.2	-1.4	3	-0.4	0	0	-0.5	-1.3	-1	-0.5
CC(=O)Nc1ccc(NC(=O)c2ccc(-c3ccccc3Cl)o2)cc1	-1.1	1.4	-1.2	0	0.0	0	2	3.7	2.8	-2	0.0
O=S1(=O)CCN(C(CCO)c2cccc(C(F)(F)F)c2)CC1 (stereo not given)	1.1	0.0	-1.5	2	-0.1	3	4	0.5	3.3	0	-1.5
COc1ccc(C(CC(=O)Nc2ccc(Cl)cc2F)NC(=O)C(F)(F)F)cc1 (stereo not given)	-1.8	-0.7	-0.3	-2	0.2	0	-6	-1.7	-0.8	-3	-0.2
O=C(NCC1CCCO1)c1ccc(Cl)c(S(=O)(=O)Nc2ccccc2)c1 (stereo not given)	0.5	1.2	-1.2	6	-0.2	-2	-2	2.1	3.2	-1	0.9
c1cc(CNCCCN2CCOCC2)ccn1	-1.3	0.0	-1.2	-3	-0.1	-2	1	-0.4	-2.0	-5	-1.0
CC1CCC(NS(=O)(=O)c2cccc3nsnc23)CC1 (stereo not given)	-3.6	-0.4	-1.6	0	0.0	-1	-4	0.9	-0.8	0	1.9
O=C1CCC(C(=O)N2CCCCCC2)CN1CCc1ccc(Cl)cc1 (stereo not given)	-2.2	-0.2	-0.6	-7	-0.7	-3	4	-0.8	4.3	0	0.0
C=CCN(C(=O)CNC(=O)c1cccs1)C(C(=O)NC(C)(C)C)c1ccccc1 (stereo not given)	-0.7	-0.5	-2.0	-1	0.0	3	-3	-1.0	0.1	6	-0.2
CCC1(CC)Cc2ccccc2-c2nc(CN(C)C)[nH]c(=O)c21	0.7	0.1	-1.5	0	0.1	1	-8	3.7	-1.1	-6	-0.3
Cc1ccc(C(=O)C(C)Oc2cccc(NC(=O)c3ccco3)c2)cc1 (stereo not given)	-1.9	-0.8	-1.4	2	-0.1	1	0	-0.2	0.0	-13	0.4
C[C@@H]1ON(C2CCCCC2)[C@H]2c3nc4ccccc4n3C[C@@H]12	3.3	-0.5	-0.2	5	0.0	2	2	-1.3	2.8	6	0.7
O=C(CS(=O)(=O)c1ccccc1)N1CCCCC1	2.2	1.0	0.6	5	-0.2	-1	3	0.8	0.6	5	0.8
COC(=O)/C=c1\sc2ncnn2c1=O	-0.6	0.5	-1.2	-5	-0.5	-1	3	3.7	2.6	1	0.0
COc1cccc(NC(=O)Nc2nnc(Cc3ccc(F)cc3)s2)c1	0.6	0.0	-1.3	5	1.1	1	5	2.1	-2.8	-3	1.5
CC1CCCN(CC(=O)Nc2cc(Cl)ccc2Oc2ccccc2)C1 (stereo not given)	-0.7	0.5	-1.0	-9	-1.0	-2	1	1.8	1.9	0	-0.4
C/C(=N\Nc1ccccn1)c1ccc2c(c1)OCO2	1.7	0.3	-0.6	-2	0.8	0	-2	2.4	6.4	1	2.0
Cn1nc(C(=O)Nc2nc(-c3ccc(F)cc3)cs2)ccc1=O	-3.4	-1.1	-2.2	-6	-0.1	-2	1	-1.8	-4.0	-6	-1.7
COc1ccccc1NS(=O)(=O)c1ccc(O)c(C(=O)OCC(=O)c2ccc(Cl)cc2Cl)c1	0.5	0.0	-0.8	-1	-0.1	-2	-2	-2.2	-1.7	-19	1.3
CN(C)c1cccc2c(S(=O)(=O)NC(=O)[C@H]3O[C@@H](n4cnc5c(N)ncnc54)[C@H](O)[C@@H]3O)cccc12	-1.1	-0.7	-0.8	6	25*	-3	6	/	-0.9	-4	/
CCN(C(=O)c1ccc(C(C)(C)C)cc1)c1nnc(Cn2nnc3ccccc32)s1	-4.8	-3.3	-2.3	6	0.4	-3	2	-3.7	-8.3	-11	-3.0
O=C(O)c1ccc(/C=C2\SC(=Nc3ccccc3)N(c3ccccc3)C2=O)cc1	-0.1	-0.4	-1.4	1	-0.6	5	4	-0.9	2.2	-3	-0.1
COc1ccc(S(=O)(=O)N2CCC(n3cnc4ccccc43)CC2)cc1	-2.7	0.1	-1.5	-7	0.0	3	-8	-2.1	2.2	-3	0.6
O=c1nc2ccccc2c2n1CC(CN1CCN(c3ccccc3F)CC1)N2 (stereo not given)	-2.2	-0.4	-1.2	2	0.1	0	2	-1.5	-1.7	-3	-1.1
O=C1COc2ccc(C(=O)COC(=O)CNC(=O)c3ccco3)cc2N1	-1.1	0.1	-1.4	-5	0.5	-2	0	1.2	0.1	-7	-0.2
CN1CCN(S(=O)(=O)c2cccc(C(=O)NCCC3=CCCCC3)c2)CC1	-1.7	1.9	-1.6	6	0.1	-2	-1	-0.7	-0.8	9	1.6
COCc1cc(C)nc(N2CCN(Cc3ccccc3)CC2)c1C#N	-1.2	-0.1	-0.6	-1	0.5	1	6	-1.8	0.2	2	-0.4
O=C1CCCN1CCC1CCN(C2CC(=O)N(c3ccc(F)cc3)C2=O)CC1 (stereo not given)	0.0	1.0	-1.5	4	0.7	-1	-7	-1.3	0.8	4	-0.4
N#Cc1c(N2CCSCC2)nsc1-c1ccccc1Cl	-1.4	-0.1	-1.5	1	0.6	1	-3	5.1	-0.5	1	0.0
CCc1nnc(NC(=O)c2ccc(COc3ccccc3Cl)o2)s1	-0.8	0.0	-0.7	0	0.6	-2	2	0.1	1.1	4	-0.4
CCOC(=O)c1cc(NC(=O)c2ccco2)ccc1N1CCOCC1	0.2	0.6	-2.0	3	0.5	3	3	-2.6	-1.7	3	0.7
Cc1nnc(SCC(=O)N(CCC#N)c2ccc3c(c2)OCCO3)s1	-1.4	-0.7	-1.8	4	0.1	1	0	1.2	-2.1	0	0.4
O=C1C2C3C=CC(C4CC34)C2C(=O)N1c1cc(Cl)ccn1 (stereo not given)	-0.1	0.0	-2.2	-1	1.0	-4	-1	1.1	0.7	15	1.2
COCCN(C(=O)C(=O)NC1CCCC1)C(C(=O)NC1CCCC1)c1ccccc1F (stereo not given)	-0.9	0.4	-0.8	-1	0.6	2	-4	0.9	0.8	-2	1.6
COc1ccc2cc(C(=O)N(C)Cc3ccccc3)[nH]c2c1	0.3	0.3	-0.3	-1	-0.5	3	3	1.7	2.5	10	1.4
Cc1nn(CCC#N)c(N)c1C1(O)C(=O)Nc2c(Cl)cc(Cl)cc21 (stereo not given)	0.3	-0.8	-1.1	-2	0.3	-4	5	-1.1	-1.8	4	-0.6
O=C(NN=C1CCN(Cc2ccccc2)CC1)c1ccccc1	1.9	0.6	-0.2	3	0.2	5	-1	2.9	11*	9	2.0
CS(=O)(=O)c1ccccc1-c1nnc(-c2ccc(Cl)cc2)o1	-2.0	-0.1	-0.9	0	0.0	1	-5	5.8	3.1	0	-0.4
CCN(CC)CCN(C)Cc1ccc(Br)cc1	-2.0	0.4	-0.4	2	-0.5	-2	-1	-2.2	0.5	5	0.8
COC(=O)c1cnn(-c2ccccc2)c1/C=N/NC(=S)Nc1ccc(Cl)cc1	-1.0	-0.6	-1.9	-7	-0.1	-2	-5	2.6	0.5	-7	/
COc1ccc(/C=N/OCC(=O)N(Cc2ccccc2)c2ccccc2C(=O)O)cc1	-1.0	-0.1	-1.8	0	-0.8	1	5	0.2	-2.4	-17	1.2
Cc1ccc(S(=O)(=O)CCC(=O)OCC(=O)N2CCc3ccccc32)cc1	0.4	0.5	-0.6	0	0.1	-1	1	0.2	0.4	-1	-1.5

Screening results as filed in PubChem.
